High-throughput results as filed in PubChem.
N-glyco inh: N-linked glycosylation inhibition. D54 ERlucT glycosylation luciferase reporter, 24 h; percent of 100 nM tunicamycin response. reporter increase, % at 12.5 µM. 0.23% of 360,000 active. AID 588692;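 active = mean luciferase reporter signal, scaled so untreated is 0 and the glycosylation-blocking control 100, at or above a set limit in every replicate; inconclusive = mean reaches the limit but not every replicate does; inactive = mean below the limit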;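 note: luciferase carries N-glycosylation sites so blocking glycosylation raises the light; 0% = median of neutral control wells and 100% = median of 100 nM tunicamycin wells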
MC4R ag barr: human MC4R agonism via beta-arrestin. U2OS MC4R beta-arrestin complementation, luminescence; percent of melanotan II response, DMSO zero. activation, % at 8.9 µM. 0.98% of 360,000 active. AID 540308;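 active = activation above a per-plate cutoff, the mean activation of sample wells on that plate plus 3 SD, cut at about 8% in these data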
m5-HT2A agonist: agonists of mouse serotonin 5-HT2A receptor (HTR2A) | AID 624169 | activation, % at 7.6 µM | CHO-K1 mHTR2A beta-arrestin complementation, luminescence; percent of 30 µM serotonin response | 0.66% of 360,000 active;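 active = activation above a run cutoff, the mean activation of all tested compounds plus 3 SD, cut at about 14% in these data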;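 note: 0% = plate median of compound wells and 100% = 30 µM serotonin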
CaV13 ICDI inh: Primary screen for inhibitors of IQ motif and Ca2+-dependent inactivation inhibitor domain binding in CACNA1D, Förster resonance energy transfer in living cells, …; HEK cells, CFP/YFP FRET ICDI-IQ, plate reader, 10 min; percent FRET-ratio fall versus neutral wells; inhibition, % at 12.3 µM; 0.098% of 340,000 active; AID 743397;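 active = mean replicate inhibition of at least 30% and at least 1% of replicates passing that level; inconclusive = only one of the two criteria is met; inactive = neither criterion is met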;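 note: 0% = median of the neutral control wells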
Cardio protect: myocardial damage modulation in H9c2 cells. H9c2 cardiomyocytes, H2O2 injury protection, ATPLite, 2 h. protection from H2O2 cell death, % at 20 µM. 0.63% of 360,000 active;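 active = compounds giving at least 50% protection of heart cells from peroxide-induced death in the single-dose screen, raw or plate-pattern-corrected value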;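 note: 0% = DMSO wells with peroxide and 100% = DMSO wells without peroxide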
PDI inh: PDI (human) enzyme inhibition. AID 588391. inhibition, % at 10 µM. PDI insulin aggregation turbidity, A650, 90 min. 0.052% of 350,000 active;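 active = mean inhibition across replicates of 30% or more, whatever share of single replicates reach that level; inconclusive = mean inhibition below 30% while every single replicate reaches 30%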;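 note: absorbance from insulin aggregation driven by PDI reduction with DTT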
aDG glyco act: alpha-DG glycosylation activation. Pro5-aDG cells, alpha-DG glycosylation AlphaScreen (IIH6); 0% Pro5, 100% B10-LARGE cell signal. activation, % at 10 µM. 0.22% of 360,000 active. AID 624168;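 active = activation of at least 8% versus controls, or a plate z-score of at least 8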;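 note: Pro5 are CHO cells carrying HIG-tagged alpha-DG that lacks glycosylation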
ABCB6 inh 2: blocks the human ABCB6 transporter. K562-ABCB6 porphyrin accumulation, flow cytometry, 1 h; hits give low values. 0.19% of 360,000 active. fluorescence ratio to DMSO, % at 10 µM. Q9NP58;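 active = fluorescence ratio to DMSO below 75%, the collection mean minus 3 SD; inconclusive = too few cells collected in the well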;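 note: signal is porphyrin accumulated inside mitochondria; 100% equals median channel fluorescence of DMSO control wells; lower ratio means ABCB6 inhibition with less porphyrin fluorescence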
Target sequence (Q9NP58 whole entry, looked up): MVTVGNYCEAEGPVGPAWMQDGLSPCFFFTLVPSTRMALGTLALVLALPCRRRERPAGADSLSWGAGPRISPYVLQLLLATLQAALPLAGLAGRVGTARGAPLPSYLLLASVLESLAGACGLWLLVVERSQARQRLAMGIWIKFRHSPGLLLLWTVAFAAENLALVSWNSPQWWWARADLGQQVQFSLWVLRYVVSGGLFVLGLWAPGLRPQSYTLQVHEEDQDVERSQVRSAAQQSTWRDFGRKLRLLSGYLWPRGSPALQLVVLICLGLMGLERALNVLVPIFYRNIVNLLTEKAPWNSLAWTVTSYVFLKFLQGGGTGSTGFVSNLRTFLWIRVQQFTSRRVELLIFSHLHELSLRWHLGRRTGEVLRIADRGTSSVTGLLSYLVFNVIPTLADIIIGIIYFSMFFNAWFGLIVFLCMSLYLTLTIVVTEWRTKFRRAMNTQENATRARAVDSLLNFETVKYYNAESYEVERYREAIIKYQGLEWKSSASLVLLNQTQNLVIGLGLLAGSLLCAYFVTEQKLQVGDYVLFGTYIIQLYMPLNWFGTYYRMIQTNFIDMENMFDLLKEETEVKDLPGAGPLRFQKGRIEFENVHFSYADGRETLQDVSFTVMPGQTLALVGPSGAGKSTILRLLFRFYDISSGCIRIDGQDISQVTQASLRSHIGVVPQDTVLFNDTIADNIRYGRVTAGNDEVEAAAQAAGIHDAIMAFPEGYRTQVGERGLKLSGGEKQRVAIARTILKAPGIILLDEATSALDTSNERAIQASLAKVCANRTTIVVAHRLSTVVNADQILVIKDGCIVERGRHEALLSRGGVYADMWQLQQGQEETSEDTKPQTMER
MC4R antagonist: human MC4R antagonism in cAMP assay; MC4R-expressing cells, MTII-stimulated cAMP, LANCE TR-FRET; inhibition, % at 6.5 µM; 0.48% of 360,000 active;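 active = inhibition above its plate's cutoff, the mean of tested wells on that plate plus 3 SD, cut at about 29% in these data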;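 note: 0% = Melanotan II alone and 100% = Melanotan II plus saturating MCL0020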
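material = U2OS cells stably expressing human melanocortin 4 receptor (MC4R) | also added = Melanotan II challenge | dosing = single nominal compound dose of 6.5 µM | detection = TR-FRET with Eu-cAMP and labeled anti-cAMP, 671 nm | replication = singlicate | timing = compound 30 min, challenge 1 h, detection 1 h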
Vif imaging: HIV Vif inhibition | inhibition, % at 7.49 µM | AID 602346 | HEK293T cells, Vif self-association by quenched fluorescence, imaging, 24 h | 0.35% of 340,000 active; in the data active = inhibition above about 50%, passing the limit was not always enough; inconclusive = no clear call, values can overlap the other calls; inactive = below about 31%; note: some results filed as inactive read as strong as hits
The depositor's hits bear a star; ? = inconclusive; / = not tested or not shown.

SMILES	N-glyco inh	MC4R ag barr	m5-HT2A agonist	CaV13 ICDI inh	Cardio protect	PDI inh	aDG glyco act	ABCB6 inh 2	MC4R antagonist	Vif imaging
CCC(C)[C@H](Nc1nc(-c2ccccc2)nc2c1oc1ccccc12)C(=O)O (stereo partly drawn)	0	1.1	0	-5	0	-7	-0.2	104	0	-3
COc1ccc2c(CSc3nc4nc(C)cc(C)n4n3)cc(=O)oc2c1	3	1.8	0	/	-2	9	-0.2	103	-18	/
CCn1c(CNC(=O)c2cccs2)nnc1SCC(=O)NCCc1ccccc1	2	0.4	-1	-3	-3	6	-0.1	84	6	-4
CCOC(=O)c1ccc(Cl)c(NC(=O)c2ccc(-c3ccccc3)cc2)c1	0	13*	-1	-9	2	14	-0.1	93	-19	9
CCC1=NN2C(=N)/C(=C/c3cc(C)n(-c4ccccc4)c3C)C(=O)N=C2S1	-1	1.9	-4	-4	-2	1	0.0	94	1	2
CCOC(=O)Cn1nc2oc(=O)c(CCN3CCN(c4ccccc4OC)CC3)c(C)c2c1C	-1	-0.2	-5	-6	15	0	0.1	100	0	0
COc1ccc(/C=C/C(=O)OCC(=O)c2ccc3c(c2)NC(=O)CO3)cc1	-7	13*	-2	-6	-3	3	-0.3	97	9	-2
CCc1cccc(CC)c1NC(=O)c1cc(CN2C(=O)c3ccccc3C2=O)ccc1OC	-2	-1.0	0	-5	-8	-2	-0.2	92	10	-4
Cc1ccc(CNC(=O)CCCCCNC(=O)N2CCn3c2nc2ccccc23)cc1	-2	-0.4	6	-7	-5	1	0.4	98	13	-3
O=C(NN1C(=O)C2C3C=CC(C3)C2C1=O)c1ccccc1 (stereo not drawn)	1	-1.9	-2	0	-1	-1	0.0	89	-2	12
CCCNC(=O)C1(C)CCN(Cc2cc(-c3ccccc3)on2)C1 (stereo not drawn)	-2	-2.6	-9	-6	2	6	0.2	95	7	6
O=C(CCC(=O)Nc1ccccc1)N/N=C/c1cccnc1	-1	-0.4	-3	-10	-2	3	-0.4	101	5	3
CCS(=O)(=O)N1CCC(c2nc3ccccc3[nH]2)CC1	2	-1.5	-2	-7	6	0	0.1	99	-5	5
CC1(C)C(C=C(Cl)Cl)C1C(=O)N/N=C/c1ccccc1F (stereo not drawn)	1	3.9	4	-9	-8	0	0.2	99	-7	25
CN1CCN(C(=O)/C(=C/c2ccccc2)c2ccccc2)CC1	2	-1.7	-7	-4	-5	0	0.2	96	0	3
COc1cc(NC(=O)COC(=O)[C@@H]2CCCN2S(=O)(=O)c2ccc(Cl)cc2)cc(OC)c1OC	3	-1.6	3	-2	6	-2	0.2	92	18	-1
CN(CCC#N)C(=O)CSc1ncnc2sc(-c3ccccc3)cc12	-3	-0.8	4	-4	9	9	0.7	97	4	-6
CN(CC(=O)Nc1ccccc1Br)C(=O)c1ccc(-c2ccc(Cl)cc2)o1	4	0.3	9	-2	-2	-9	1.1	110	7	1
O=C(OCc1ccc(O)cc1)c1c(-c2ccsc2)oc2ccc(N3CCOCC3)cc12	2	1.5	-1	-17	18	-2	1.6	104	16	-2
CC(=O)Nc1ccc(-c2csc(N/N=C\c3ccncc3)n2)cc1	-1	-2.7	-2	-16	16	1	-0.2	102	-6	0
CCOC(=O)c1sc(/N=C/N(C)C)c(C(=O)OCC)c1C	-1	-1.0	-2	-7	0	2	0.1	103	4	-2
Cc1cc(CO)nn1-c1ccc([N+](=O)[O-])cc1	-1	-0.3	5	-5	4	0	-0.1	95	-5	-4
O=C(CCCn1c(=O)c2sccc2n(CC(=O)NCC2CCCO2)c1=O)NCc1ccco1 (stereo not drawn)	1	1.4	7	-16	8	6	0.0	101	-6	-7
Cc1nn(C)c(C)c1CCC(=O)N1CCCC(Nc2ccc(C(C)C)cc2)C1 (stereo not drawn)	3	-0.2	-3	-7	1	-3	-0.1	95	8	-5

MC4R ag barr: entries above that show a hit.
Compound,N-glyco inh,MC4R ag barr,m5-HT2A agonist,CaV13 ICDI inh,PDI inh,aDG glyco act,ABCB6 inh 2,MC4R antagonist,Vif imaging
CCOC(=O)c1ccc(Cl)c(NC(=O)c2ccc(-c3ccccc3)cc2)c1,0,13*,-1,-9,14,-0.1,93,-19,9
COc1ccc(/C=C/C(=O)OCC(=O)c2ccc3c(c2)NC(=O)CO3)cc1,-7,13*,-2,-6,3,-0.3,97,9,-2

Next part
SMILES	N-glyco inh	MC4R ag barr	m5-HT2A agonist	CaV13 ICDI inh	Cardio protect	PDI inh	aDG glyco act	ABCB6 inh 2	MC4R antagonist	Vif imaging
COc1cc(C(=S)N2CCCCC2)ccc1OCC(=O)Nc1ccc(F)cc1	0	2.4	2	-2	-6	2	0.2	104	6	-17
Cn1cnnc1SCC(=O)Nc1ccc(S(N)(=O)=O)cc1	1	0.5	1	-5	1	1	0.4	98	-2	-19
COc1cccc(C(=O)OCC(=O)NCCC2=CCCCC2)c1	1	-0.4	6	-4	0	2	-0.1	100	9	-3
CCCCC1=CC2=CC(=O)C(C)(OC(=O)CC)C(=O)C2=CN1CCc1ccc(Br)cc1 (stereo not drawn)	2	-1.6	-5	-5	-6	-2	0.0	99	5	-1
COc1cc(NC(=S)NCc2ccco2)c(OC)cc1Cl	1	-1.4	1	-5	4	2	0.0	91	9	1
O=C(Nc1ccc(Br)cc1)c1cccc(OC(=S)N2CCOCC2)c1	-1	-0.6	-2	-3	-12	-7	1.7	92	4	-9
O=[N+]([O-])c1ccc(Oc2cnc3ccccc3n2)cc1	-6	-0.9	-1	-3	4	1	0.0	104	-3	-7
O=C(O)CCN1C(=O)/C(=C\c2cccc(Oc3ccccc3)c2)SC1=S	0	-1.1	8	-19	-7	-2	0.1	104	4	-25
CC(C(=O)N1CCc2ccccc21)N1CCN(S(=O)(=O)c2cccc(C(F)(F)F)c2)CC1 (stereo not drawn)	-4	-2.5	-7	-3	-7	-5	0.5	95	-6	6
O=C(Nc1ccc(O)cc1)c1cccc(Oc2ccc([N+](=O)[O-])cc2)c1	3	-2.2	-1	-2	-15	-1	-0.1	97	7	-2
COc1ccc(C(=O)C(O)C(c2ccc(C)cc2)N2CCOCC2)cc1OC (stereo not drawn)	0	-1.0	-2	-4	-1	3	-0.1	103	20	8
CCOC(=O)C(CSCC(=O)c1ccc(Cl)cc1Cl)NC(=O)OC(C)(C)C (stereo not drawn)	4	-0.9	-4	-7	7	-3	-0.2	81	5	15
CCC(=O)Nc1ccc2c(c1)ncn2-c1ccccc1OC	1	-0.7	-5	/	2	3	-0.3	96	-4	6
Cc1cc(N2CCCCCC2)nc(-c2ccccc2O)n1	4	4.3	1	/	-6	12	0.0	103	8	?
O=C(c1cc(Cl)cc(Cl)c1)N1CCN(c2cc(C(F)(F)F)nc3ccccc23)CC1	-1	-0.1	-3	-5	2	3	0.1	96	-3	-1
CC1CC=C(c2ccccc2)C(=S)N1 (stereo not drawn)	0	0.7	-2	-5	4	1	-0.1	102	10	25
COc1ccccc1NC(=O)CCC(=O)c1ccc(-c2ccccc2)cc1	0	1.8	-2	-16	-3	-3	0.2	97	12	4
COc1ccccc1C(=O)NCC(=O)N/N=C/c1ccc([N+](=O)[O-])cc1	-2	-2.4	5	1	11	-4	0.2	99	-3	-6
COc1ccc(C2(c3ccc(OC)cc3)NC(=O)N(CC(=O)Nc3ccc(OC)c(OC)c3)C2=O)cc1	-1	0.1	2	-3	16	8	0.0	103	-1	1
CC(=O)Nc1cccc(-n2c(=O)n(Cc3ccccc3)c(=O)c3[nH]cnc32)c1	1	-2.1	0	-2	1	-4	-0.1	98	-3	3
CN(C)c1cc(C(F)(F)F)nc(-c2ccccn2)n1	1	-0.1	6	-3	1	6	0.1	95	-3	4
COc1ccccc1NC(=O)c1cc2ccccc2o/c1=N\O	4	-1.8	-3	/	18	15	-0.3	91	10	-5
Cc1cc(C)c(C#N)c(SCCS(=O)(=O)c2ccc(C(C)(C)C)cc2)n1	-5	-2.1	2	0	-24	-4	1.0	93	2	/
O=C(Cn1nnc(-c2ccccc2)n1)Nc1ccccc1N1CCOCC1	-2	-1.4	-1	-5	-6	0	0.2	100	4	4
CC1=C(C#N)C(NC(=O)C2CCCCC2)(C(F)(F)F)C(=O)N1 (stereo not drawn)	6	-1.2	-2	-4	4	1	0.0	109	9	17
Nc1c(C(=O)CSc2nncn2-c2ccccc2)c(=O)[nH]c(=O)n1C1CC1	1	-1.3	1	-6	-3	1	0.2	99	-4	-3
Cc1cccc(Nc2n[nH]c(C)c2[N+](=O)[O-])c1	-5	1.1	5	-8	-6	1	-0.3	96	-12	3
CCOC(=O)CNC(=O)CN1C(=O)CCSc2ccccc21	0	-0.5	4	-7	4	9	0.0	98	0	5
CCOC(=O)C1=C(N)N(c2ccccc2)C2=C(C(=O)CCC2)C1c1cccnc1 (stereo not drawn)	-3	-0.6	2	-5	0	-6	-0.1	96	14	6
Cc1c(Cl)cccc1NC(=O)CCN1CCOCC1	2	-1.5	-3	2	0	-3	-0.1	93	8	-8
O=C(Cc1ccccc1)Nc1ccc2oc(-c3ccncc3)nc2c1	-2	-1.6	2	-1	-4	11	0.7	108	15	-14
O=c1ccc2cc3c4c(c2o1)CCCN4CCC3	-2	-1.0	3	32*	34	2	0.1	114	8	1
O=C(CN1CCCCC1)Nc1nnc(-c2ccc([N+](=O)[O-])cc2)s1	2	0.2	5	-7	-8	-7	-0.1	108	17	7
COc1cccc(/C(C)=N/NS(=O)(=O)c2ccc(Cl)cc2)c1	0	-0.4	-1	-3	-2	-4	-0.1	98	4	2
COc1ccc(S(=O)(=O)NC(C)CCc2ccccc2)cc1 (stereo not drawn)	0	0.3	0	-3	-6	-9	0.0	94	8	-1
COc1ccc(CCn2nnnc2C(c2ccccc2)N2CCN(C)CC2)cc1OC (stereo not drawn)	-1	-0.8	-2	/	4	2	-0.1	98	23	9
COC(=O)C1(c2ccccc2)NC(c2ccc(O)cc2)C2C(=O)N(c3ccc4c(c3)OCO4)C(=O)C21 (stereo not drawn)	0	1.0	4	1	0	-2	0.1	96	18	-3
O=C1C(C2=NC(c3ccccn3)C3C(=O)N(c4ccccc4)C(=O)C23)=C(O)c2ccccc21 (stereo not drawn)	0	-3.1	-4	-16	16	12	-0.1	96	8	-3
Cc1c(/C=N/NC(=O)c2ccc(Br)o2)cnn1C	4	0.4	4	-5	-1	12	0.1	97	3	-4
COc1ccc(/C=C2/SC(=S)N(NS(=O)(=O)c3ccccc3)C2=O)cc1	0	1.5	2	-4	-6	-3	0.0	102	6	-6
O=C(Nc1cccc(F)c1)N1CCN(C(=O)c2ccco2)CC1	-1	-2.6	1	-8	0	-8	-0.2	99	-2	7
N#CC1=C(N)OC2=C(C(=O)CCC2)C1C1CC=CCC1 (stereo not drawn)	1	2.0	-6	-8	0	-2	0.8	94	9	-5
